From PubChem
TDP2 absorb = blocks human TDP2 phosphodiesterase activity. inhibition, % at 12.8 µM. recombinant TDP2, T5PNP hydrolysis, p-nitrophenol absorbance 415 nm. actives 0.34% (n = 370,000);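 active means inhibition above the mean of all tested compounds plus 3 SD, set per campaign, cut at about 25% in these data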;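 further: 0% = DMSO with enzyme and 100% = buffer with substrate but no TDP2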
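System: recombinant human TDP2 / Amount: 120 nM TDP2 per well / Also added: 5 mM T5PNP chromogenic substrate / Doses: 12.8 µM single point, 1% DMSO / Incubation: 2 h at 37 °C / Detection: p-Nitrophenol epi absorbance / Evaluation: % inhibition relative to enzyme-containing and enzyme-free wells / Repeats: singlicate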
PRMT1 FP inh = inhibitors of human PRMT1; recombinant PRMT1, activity-based probe fluorescence polarization; inhibition, % at 2.79 µM; AID 652257; actives 1.3% (n = 370,000);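 active means inhibition above about 21% made by adding two undisclosed values, limit read from the data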
LEDGF integ inh = blocks HIV-1 LEDGF/p75-dependent DNA integration. TR-FRET IN-LEDGF/p75 DNA integration, Eu/Cy5. AID 743269. actives 0.64% (n = 370,000). inhibition, % at 3.7 µM;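 active means inhibition above the screen-wide mean plus 3 SD, cut at about 13% in these data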;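 further: signal is the Cy5 over europium emission ratio at 671 and 618 nm; 0% = plate median of compound wells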
KLK7 zymogen act = proKLK7 (human) activation, primary screen | P49862 | actives 0.9% (n = 370,000) | purified proKLK7, EDANS-DABCYL substrate fluorescence; 100% is mature enzyme control, 0% vehicle | activation, % at 7 µM;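 active means activation above the mean of all tested compounds plus 3 SD, computed per campaign excluding outliers beyond control limits, cut at about 13% in these data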
DDE Tn7 FP inh = DD(E)-Tn7 binding inhibition, primary FP screen. P02675. FP displacement of FITC-Tn7 peptide from fibrin DD(E); 0% = median of compound wells per plate. inhibition, % at 8.3 µM. actives 0.13% (n = 370,000). AID 720508;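 active means inhibition above the mean of compounds falling within the control limits plus 3 SD of them, cut at about 14% in these data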;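 further: 0% = plate median of compound wells and 100% = 10 µM Aha-Tn7 peptide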
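System: human fibrin DD(E); quantity: Fibrin-DD(E) at 2 µM final; also added: fluorescent Tn7 probe at 0.1 µM; compound dosing: single nominal test concentration of 8.3 µM per compound; schedule: 10 min preincubation, 3 h with tracer, room temperature; detection: fluorescence polarization of the labelled Tn7 tracer; repeats: one replicate per compound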
TCR CD3 inh = blocks the human TCR-CD3 interaction. inhibition, % at 9.4 µM. TAMRA-labeled TCR probe fluorescence, biochemical. actives 0.37% (n = 360,000); in the data active means inhibition above about 19%;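 further: recombinant mutant TCR 2C K166C tagged with TAMRA read by polarization; 0% = receptor in buffer alone and 100% = receptor with positive control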
Tn6 DDE FP = inhibitors of Tn6 peptide binding to human fibrin DD(E). Fibrin DD(E) TRITC-Tn6 fluorescence polarization displacement. inhibition, % at 8.3 µM. actives 0.21% (n = 370,000). AID 720509;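 active means inhibition above a per-campaign cutoff: mean of compounds within control limits plus 3 SD, cut at about 15% in these data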;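 further: 0% = median of all compound wells on the plate and 100% = blocking peptide control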
SIAE primary = inhibitors of human sialic acid acetylesterase SIAE. Q9HAT2. SIAE FP-Rh probe binding, fluorescence polarization. inhibition, % at 9.66 µM. actives 0.69% (n = 370,000);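 active means inhibition above a cutoff: mean of compounds within the control limits plus 3 SD of those, cut at about 17% in these data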;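 further: 0% = plate median of compound wells and 100% = probe without SIAE protein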
Target sequence (Q9HAT2 whole entry, looked up): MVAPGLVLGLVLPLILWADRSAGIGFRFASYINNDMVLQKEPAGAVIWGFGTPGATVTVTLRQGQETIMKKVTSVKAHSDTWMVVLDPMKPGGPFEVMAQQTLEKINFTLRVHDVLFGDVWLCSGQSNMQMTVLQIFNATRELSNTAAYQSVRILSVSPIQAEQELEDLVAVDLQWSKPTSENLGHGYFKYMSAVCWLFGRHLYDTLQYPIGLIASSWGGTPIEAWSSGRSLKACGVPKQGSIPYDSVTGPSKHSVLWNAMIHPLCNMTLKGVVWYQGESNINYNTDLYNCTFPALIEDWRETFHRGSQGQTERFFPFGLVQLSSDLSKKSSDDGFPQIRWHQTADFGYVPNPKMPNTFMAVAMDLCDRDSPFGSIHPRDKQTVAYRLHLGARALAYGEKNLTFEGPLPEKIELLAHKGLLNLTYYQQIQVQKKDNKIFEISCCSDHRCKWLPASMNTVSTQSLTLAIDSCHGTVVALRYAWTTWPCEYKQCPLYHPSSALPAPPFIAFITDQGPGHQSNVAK
MBD2 inh = inhibitors of human MBD2 binding to methylated oligonucleotide; Q9UBB5; TR-FRET; inhibition, % at 4.4 µM; actives 0.31% (n = 370,000); in the data active means inhibition above about 13%
Target sequence (Q9UBB5 whole entry, looked up): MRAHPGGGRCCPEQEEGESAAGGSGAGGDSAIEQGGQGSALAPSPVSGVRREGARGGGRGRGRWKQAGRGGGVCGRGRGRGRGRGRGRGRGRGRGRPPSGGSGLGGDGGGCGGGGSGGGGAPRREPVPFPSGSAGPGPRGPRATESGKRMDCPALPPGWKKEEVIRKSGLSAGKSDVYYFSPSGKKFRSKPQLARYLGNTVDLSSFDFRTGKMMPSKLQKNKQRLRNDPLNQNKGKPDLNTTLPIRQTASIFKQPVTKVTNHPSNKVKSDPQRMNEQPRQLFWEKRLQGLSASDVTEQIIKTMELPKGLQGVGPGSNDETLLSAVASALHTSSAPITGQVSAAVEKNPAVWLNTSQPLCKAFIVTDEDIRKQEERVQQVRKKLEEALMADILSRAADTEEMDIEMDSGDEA
UHRF1 MBD2 ctr = human UHRF1 methylated DNA binding inhibitors; Q96T88; inhibition, % at 4.4 µM; AID 687016; actives 0.75% (n = 370,000); UHRF1 binding to methylated oligo, TR-FRET; in the data active means inhibition above about 21%;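 further: UHRF1 SRA domain binding a hemimethylated CpG hairpin DNA probe; 0% = median of test compound wells and 100% = reference inhibitor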
An asterisk follows results filed as active.

SMILES | TDP2 absorb | PRMT1 FP inh | LEDGF integ inh | KLK7 zymogen act | DDE Tn7 FP inh | TCR CD3 inh | Tn6 DDE FP | SIAE primary | MBD2 inh | UHRF1 MBD2 ctr
COc1ccc(C2/C(=C(/O)c3cnn(-c4ccccc4)c3C)C(=O)C(=O)N2CCN(C)C)cc1OC (stereo unspecified) | -7 | -4 | -3 | 0.7 | -7 | 5 | -6 | 3 | -7 | -3
O=C(Nc1nc2ccc(F)cc2s1)c1cccs1 | -13 | -3 | 8 | 0.7 | 1 | -6 | -1 | -8 | -2 | 3
C=CCOC(=O)CN1C(=O)c2ccccc2C1=O | -19 | -1 | 5 | 0.8 | -5 | -2 | -5 | 6 | -1 | 7
Cc1cnc(NC(=O)c2cc3c(C)nn(Cc4ccccc4Cl)c3s2)s1 | -11 | 0 | 2 | -0.3 | -4 | 10 | 3 | -4 | -1 | -1
CC(C)OC(=O)Cn1cc(C#N)c2ccccc21 | -24 | 0 | 3 | -0.2 | -5 | -2 | -6 | 3 | 1 | 3
COc1cc(C(CCN2CCN(c3ccccc3)CC2)c2c(OC)cc(OC)c3c(C)cc(=O)oc23)cc(OC)c1OC (stereo unspecified) | -4 | 0 | 4 | 0.7 | -4 | 2 | 2 | 5 | 2 | -1
O=C(C1CCN(S(=O)(=O)c2ccc(Cl)cc2)CC1)N1CCCC1 | -13 | -1 | 1 | 0.0 | 0 | -7 | -2 | -5 | -1 | -3
COc1ccc(OC)c(-c2csc(NC(=O)Cc3ccccc3OC)n2)c1 | -4 | 0 | 0 | 1.1 | -6 | -2 | -1 | -15 | 2 | -3
C[C@H](CO)N1C[C@H](C)[C@@H](CN(C)S(=O)(=O)c2ccc(Cl)cc2)Oc2ccc(NS(=O)(=O)c3ccccc3)cc2CC1=O | -9 | 2 | 0 | 0.3 | 1 | 4 | -4 | 0 | 5 | 4
CCOC(=O)CC1(NC(=O)C2CCC(=O)N(CCc3ccc(OC)cc3)C2)CCCCC1 (stereo unspecified) | -19 | 0 | -1 | -0.4 | -5 | 1 | 2 | -5 | -1 | 3
NC(=O)c1ccccc1NC(=O)CCn1c(=S)oc2ccccc21 | 7 | 1 | 3 | -0.4 | -8 | 4 | 0 | 7 | -4 | -2
Cc1ccc(-c2cc(-c3ccco3)c(C#N)c(=O)[nH]2)cc1 | -1 | 17 | 7 | -4.4 | -1 | -1 | -3 | -11 | 6 | -5
Cn1c(C(=O)OCC(=O)NCC2CCCO2)cc2sccc21 (stereo unspecified) | 2 | -2 | 2 | 0.0 | 6 | 7 | 2 | -1 | -10 | -4
COc1cc(NC(=O)c2ccccc2)c(OC)cc1NC(=O)Cc1ccc(Br)cc1 | -2 | 1 | 2 | 0.5 | -4 | -1 | -5 | 1 | -3 | 1
Cc1cccc(CCN(Cc2cc3cccc(C)c3[nH]c2=O)C(=O)N2CCOCC2)c1 | 2 | 2 | 2 | 0.4 | -6 | 1 | 0 | -4 | -3 | -1
COc1ccc(S(=O)(=O)N(C)C[C@H]2OCCCC[C@H](C)Oc3ccc(N(C)C)cc3C(=O)N([C@H](C)CO)C[C@@H]2C)cc1 | 1 | 6 | 1 | -0.7 | -1 | -3 | -5 | 5 | 3 | 4
Cc1cccc(-c2oc3ccccc3c2C#CCCCCO)c1 | 4 | 0 | 1 | -3.0 | 1 | -3 | 1 | -14 | 7 | 14
NC(=O)c1oc2ccccc2c1NC(=O)c1ccco1 | -6 | -2 | 3 | 0.7 | -6 | 0 | 1 | -6 | 2 | -2
NC(=S)n1[nH]c(-c2ccc([N+](=O)[O-])cc2)c(N=Nc2ccccc2[N+](=O)[O-])c1=O | -4 | -4 | 5 | 0.3 | -1 | 0 | 5 | 3 | -2 | 1
CCN(CC)S(=O)(=O)c1cccc(NC(=O)CN2C(=O)NC3(CCOc4ccccc43)C2=O)c1 (stereo unspecified) | -5 | -1 | -5 | 0.0 | 2 | -7 | 2 | -7 | -4 | 3
O=C(NC1CCN(Cc2ccccc2)CC1)c1ccccc1 | 5 | 0 | -2 | -0.4 | 7 | 2 | 3 | 0 | -4 | -1
O=C(O)c1ccc(S(=O)(=O)NC2CC2)cc1 | 16 | -5 | 0 | -0.6 | -2 | -1 | -1 | -2 | -1 | 1
CCOC(=O)c1ccc(NC(=S)N2CCCC2)cc1 | -1 | 0 | 5 | 0.1 | 4 | 2 | -8 | -1 | -3 | 0
CCOC(=O)Nc1ccccc1C(=O)Nc1cc(C)cc(C)c1 | -17 | 2 | -4 | -0.2 | -5 | -12 | -1 | -12 | 6 | 2
Cc1cc(C)cc(N(CC(=O)NC2CCCCC2)C(=O)CCCC(=O)Nc2ccccn2)c1 | 14 | -1 | -1 | 0.7 | 5 | -3 | 2 | -1 | 2 | -1

One compound at a time (already shown).
`CCOC(=O)CC1(NC(=O)C2CCC(=O)N(CCc3ccc(OC)cc3)C2)CCCCC1` (stereo unspecified) across the screens: TDP2 absorb: -19; PRMT1 FP inh: 0; LEDGF integ inh: -1; KLK7 zymogen act: -0.4; DDE Tn7 FP inh: -5; TCR CD3 inh: 1; Tn6 DDE FP: 2; SIAE primary: -5; MBD2 inh: -1; UHRF1 MBD2 ctr: 3
`CCOC(=O)Nc1ccccc1C(=O)Nc1cc(C)cc(C)c1` across the screens: TDP2 absorb: -17; PRMT1 FP inh: 2; LEDGF integ inh: -4; KLK7 zymogen act: -0.2; DDE Tn7 FP inh: -5; TCR CD3 inh: -12; Tn6 DDE FP: -1; SIAE primary: -12; MBD2 inh: 6; UHRF1 MBD2 ctr: 2
`CC(C)OC(=O)Cn1cc(C#N)c2ccccc21` across the screens: TDP2 absorb: -24; PRMT1 FP inh: 0; LEDGF integ inh: 3; KLK7 zymogen act: -0.2; DDE Tn7 FP inh: -5; TCR CD3 inh: -2; Tn6 DDE FP: -6; SIAE primary: 3; MBD2 inh: 1; UHRF1 MBD2 ctr: 3

Remaining list, next part.
SMILES | TDP2 absorb | PRMT1 FP inh | LEDGF integ inh | KLK7 zymogen act | DDE Tn7 FP inh | TCR CD3 inh | Tn6 DDE FP | SIAE primary | MBD2 inh | UHRF1 MBD2 ctr
O=C1CCc2cc(S(=O)(=O)NC(Cc3ccccc3)C(=O)NCCC3=CCCCC3)ccc2N1 (stereo unspecified) | 7 | -3 | -1 | -0.1 | 4 | 6 | -1 | 4 | 4 | 0
CCCOC(c1ccccc1)(c1ccc(C(F)(F)F)cc1)C(Oc1nc(C)cc(C)n1)C(=O)O (stereo unspecified) | -1 | 1 | 2 | -0.2 | 1 | 2 | -6 | 2 | -4 | -1
C=CCN1C(=O)C(CC(=O)O)S/C1=N/N=C/c1ccc(N(CC)CC)cc1 (stereo unspecified) | -8 | 14 | -3 | 0.6 | 8 | -4 | -3 | 0 | -1 | 1
O=C(CN1C2CCCC1CC(NC(=O)c1ccccc1)C2)Nc1nccs1 (stereo unspecified) | -1 | -2 | 1 | -0.3 | -4 | -2 | -2 | -5 | 3 | 0
COc1cccc(C(=O)Nc2c3c(nn2-c2cccc(C)c2C)CS(=O)C3)c1OC (stereo unspecified) | -2 | -3 | 2 | -0.1 | 5 | 0 | 8 | -1 | 3 | 2
Cc1cccc(C(=O)NNC(=O)c2ccc(S(=O)(=O)N3CCOCC3)cc2)c1 | -2 | -2 | 5 | -0.6 | -5 | 5 | 4 | 4 | 2 | -3
COC(/C=C/Nc1ccc(OC)cc1)=C(C#N)C#N | -9 | 1 | 1 | -0.5 | 0 | -7 | -7 | -2 | 2 | 7
Cc1c(C(=O)NNC(=O)c2ccccc2O)oc2ccc(Br)cc12 | 0 | 1 | -19 | -0.1 | 3 | 39* | 2 | -10 | -2 | -2
CN(C)c1nc(/C=C(\C#N)C(N)=O)c(Cl)n1-c1ccc(F)cc1 | -12 | 0 | -1 | -0.3 | -3 | 3 | 7 | 2 | -3 | -3
O=C(Cc1ccccc1)NN1CCCCC1 | 14 | -1 | -3 | 0.1 | -4 | -1 | 3 | 2 | 2 | -2
O=C(CN1CCCCC1)n1c2ccccc2c2ccccc21 | -2 | 3 | -5 | 0.2 | 5 | 2 | 1 | -3 | 6 | 4
COC(=O)CSc1nnc(CNC(=O)c2cc(OC)cc(OC)c2)n1-c1ccc(F)cc1 | -4 | -3 | -3 | -0.3 | 4 | 3 | 7 | -3 | 0 | 0
CCCOc1ccccc1/C=C(\C#N)C(=O)Nc1cccnc1 | 0 | 2 | -4 | -0.7 | 4 | 3 | -8 | 0 | 1 | -1
CCN(CC)CCNC(=O)c1ccccc1C(=O)c1ncc[nH]1 | 10 | 4 | 1 | 0.8 | 2 | -5 | 4 | 5 | 7 | 10
Cc1cc(NC(=O)CSc2nnnn2-c2ccccc2)no1 | -5 | -1 | -1 | -0.3 | 4 | 12 | 4 | -4 | -3 | 0
CC(=O)c1cccc(N(CC(=O)NC2CCCCC2)C(=O)CNC(=O)c2cccs2)c1 | 16 | 2 | -2 | -0.2 | -3 | -3 | 2 | 4 | 1 | 0
C#C[C@]1(O)CC[C@H]2[C@@H]3CCC4=CC(=O)CC[C@@H]4[C@H]3CC[C@@]21C | -1 | -3 | 1 | 0.2 | -1 | 10 | 9 | 6 | 0 | 1
CN(c1ccccc1)S(=O)(=O)c1ccc(Cl)c(C(=O)OCC(=O)c2c(N)n(C)c(=O)n(C)c2=O)c1 | 15 | -1 | -3 | 0.1 | 4 | 1 | 3 | -18 | 3 | -1
Cc1ccc2nc(NC(=O)CCCc3nc4ccccc4s3)sc2c1 | -8 | 4 | 1 | 0.5 | 4 | -6 | 0 | -5 | 1 | -1
COc1cc(C(=O)OCc2cc(=O)n3ccsc3n2)ccc1OC(C)C | -15 | -4 | 3 | -1.0 | -8 | -3 | -8 | -2 | 3 | 2
S=C1SCN(Cc2cccs2)CN1Cc1cccs1 | 6 | -2 | -2 | 0.0 | 6 | 3 | 6 | 9 | -9 | -1

Five of the entries above in order of the LEDGF integ inh value, lowest first:
structure	LEDGF integ inh
O=C(CN1CCCCC1)n1c2ccccc2c2ccccc21	-5
O=C(Cc1ccccc1)NN1CCCCC1	-3
COc1ccc(OC)c(-c2csc(NC(=O)Cc3ccccc3OC)n2)c1	0
O=C(CN1C2CCCC1CC(NC(=O)c1ccccc1)C2)Nc1nccs1 (stereo unspecified)	1
O=C(Nc1nc2ccc(F)cc2s1)c1cccs1	8

Shown with values under each structure: two of the compounds above
Screens in order – TDP2 absorb	PRMT1 FP inh	LEDGF integ inh	KLK7 zymogen act	DDE Tn7 FP inh	TCR CD3 inh	Tn6 DDE FP	SIAE primary	MBD2 inh	UHRF1 MBD2 ctr
- Cc1ccc2nc(NC(=O)CCCc3nc4ccccc4s3)sc2c1
  -8	4	1	0.5	4	-6	0	-5	1	-1
- COc1cc(C(=O)OCc2cc(=O)n3ccsc3n2)ccc1OC(C)C
  -15	-4	3	-1.0	-8	-3	-8	-2	3	2
